All columns: NCI-60 one-dose screen, growth in % after 48 h at 10 µM unless noted; 100 = growth as untreated, 0 = no growth, -100 = all killed.
SK-MEL-28: SK-MEL-28 melanoma; 81,000 tested, 4.1% active
UACC-257: UACC-257 melanoma. 78,000 tested, 4.4% active
MDA-MB-435: MDA-MB-435 melanoma. 82,000 tested, 7.8% active
MALME-3M: MALME-3M melanoma; 78,000 tested, 5.8% active; AID 1794766
LOX IMVI: LOX IMVI melanoma; 79,000 tested, 7.4% active; AID 1794757
SK-MEL-2: SK-MEL-2 melanoma; AID 1794763; 77,000 tested, 4.7% active
SK-MEL-5: SK-MEL-5 melanoma. 80,000 tested, 6.4% active. AID 1794755
UACC-62: UACC-62 melanoma; 81,000 tested, 5.4% active; AID 1794756
* = called active by the depositor; · = not tested or not shown; & = joins results of further samples; [ ] = dose if it differs, or a comment. The calls were made as follows: active = growth percent below 10; inactive = the rest. Only part of the results is shown; the hit share may differ from the screen's.

Start of the data: the first 15 records as a preview:
SMILES	SK-MEL-28	UACC-257	MDA-MB-435	MALME-3M	LOX IMVI	SK-MEL-2	SK-MEL-5	UACC-62
CCNC(Cc1ccc(OC)cc1)c1ccc(OC)cc1 (stereo unspecified)	107	96	105	96	96	93	101	87
O=C(O)COc1cc(Cl)c(Cl)cc1Cl	113	99	104	97	100	106	94	99
O=C(C(=O)N1CCOCC1)c1cn(Cc2ccc(Cn3cc(C(=O)C(=O)N4CCOCC4)c4cc(Br)ccc43)cc2)c2ccc(Br)cc12	82	56	78	95	65	81	74	65
CCCC1(C(=O)OCC)CCOC1=O (stereo unspecified)	117	86	100	106	99	99	103	90
O=C(NCc1ccc([N+](=O)[O-])cc1)Nc1ccc(S(=O)(=O)F)cc1	96	83	93	79	93	105	80	65
O=C(OCCOc1ccccc1)C(Cl)(Cl)Cl	114	96	120	115	101	99	114	104
CCCCN(CCCC)CC(C(C)=O)C(c1ccccc1)c1c(O)c2ccccc2oc1=O (stereo unspecified)	120	118	110	105	92	104	102	109
COC(=O)C1=CCCN(C)C1	108&110	97	96&99	109&96	100&98	31&106	102&102	101&111
Nc1nc(N)c2cnnn2n1	116	101	112	112	106	106	105	97
O=[N+]([O-])C(Br)(CO)CO	109	96	99	107	99	95	106	101
NCC(CC(=O)O)c1ccc(Cl)cc1 (stereo unspecified)	109	100	112	100	100	112	·	104
CSc1nc2ccc(Cl)cc2c(=O)n1-c1ccc(Cl)cc1	105	112	98	120	106	116	99	77
CN(CCF)/N=N/c1nc[nH]c1C(N)=O	49	54	40	37	17	-21*	75	31
C[C@]12CC[C@@H](OC(=O)N(CCCl)N=O)C[C@@H]1CC[C@@H]1[C@@H]2CC[C@]2(C)C(=O)CC[C@@H]12	99	76	65	108	46	38	57	30
Cc1ccccc1N1CCNCC1	105	·	100	107	99	105	104	88

Main list (from the top)
SMILES	SK-MEL-28	UACC-257	MDA-MB-435	MALME-3M	LOX IMVI	SK-MEL-2	SK-MEL-5	UACC-62
CCNC(Cc1ccc(OC)cc1)c1ccc(OC)cc1 (stereo unspecified)	107	96	105	96	96	93	101	87
O=C(O)COc1cc(Cl)c(Cl)cc1Cl	113	99	104	97	100	106	94	99
O=C(C(=O)N1CCOCC1)c1cn(Cc2ccc(Cn3cc(C(=O)C(=O)N4CCOCC4)c4cc(Br)ccc43)cc2)c2ccc(Br)cc12	82	56	78	95	65	81	74	65
CCCC1(C(=O)OCC)CCOC1=O (stereo unspecified)	117	86	100	106	99	99	103	90
O=C(NCc1ccc([N+](=O)[O-])cc1)Nc1ccc(S(=O)(=O)F)cc1	96	83	93	79	93	105	80	65
O=C(OCCOc1ccccc1)C(Cl)(Cl)Cl	114	96	120	115	101	99	114	104
CCCCN(CCCC)CC(C(C)=O)C(c1ccccc1)c1c(O)c2ccccc2oc1=O (stereo unspecified)	120	118	110	105	92	104	102	109
COC(=O)C1=CCCN(C)C1	108&110	97	96&99	109&96	100&98	31&106	102&102	101&111
Nc1nc(N)c2cnnn2n1	116	101	112	112	106	106	105	97
O=[N+]([O-])C(Br)(CO)CO	109	96	99	107	99	95	106	101
NCC(CC(=O)O)c1ccc(Cl)cc1 (stereo unspecified)	109	100	112	100	100	112	·	104
CSc1nc2ccc(Cl)cc2c(=O)n1-c1ccc(Cl)cc1	105	112	98	120	106	116	99	77
CN(CCF)/N=N/c1nc[nH]c1C(N)=O	49	54	40	37	17	-21*	75	31
C[C@]12CC[C@@H](OC(=O)N(CCCl)N=O)C[C@@H]1CC[C@@H]1[C@@H]2CC[C@]2(C)C(=O)CC[C@@H]12	99	76	65	108	46	38	57	30
Cc1ccccc1N1CCNCC1	105	·	100	107	99	105	104	88
O=C(CC1(O)C(=O)N(Cc2ccccc2)c2ccc(F)cc21)c1ccc(C(=O)NCC2CCC3(CC2)OOC2(CCCCC2)OO3)cc1 (stereo unspecified)	51	-2.9*	-81*	-69*	-84*	-13*	·	-13*
CCC(C)(Cl)c1ccccc1 (stereo unspecified)	102	97	97	87	96	105	98	102
O=C(CBr)c1c[nH]c(=O)[nH]c1=O	103	83	102	108	88	116	101	102
CC(C)N(CCC(C(N)=O)(c1ccccc1)c1ccccn1)C(C)C (stereo unspecified)	111	102	104	102	100	102	103	101
CCCCCCCCCCCCCC(=O)P(=O)(OCC)OCC	109	114	112	121	103	107	104	97
CC(C)c1cc(Br)cc(C(C)C)c1OCCN(C)C	91	103	99	113	96	101	93	96
CC1(C)CC[C@]2(C(=O)NCC(=O)OCc3cn(C4OC(OO)C(O)C(O)C4O)nn3)CC[C@]3(C)C(=CC[C@@H]4[C@@]5(C)CC[C@H](O)C(C)(C)[C@@H]5CC[C@]43C)[C@@H]2C1 (stereo partly specified)	103	106	98	101	90	100	110	93
O=C1c2ccccc2-c2cc3ccccc3cc21	105	78	105	103	88	·	92	90
CC(=O)N1N=C(c2ccc(Cl)cc2)CC1c1sc(N(CCCl)CCCl)nc1Cl (stereo unspecified)	106	93	101	116	93	87	83	54
ClC(Cl)c1nc2ccccc2s1	105	99	119	111	107	114	106	93
Cc1c(C)c(N)c(C)c(C)c1N	106	93	107	93	52	15	93	66
O=c1oc2cc(Br)ccc2n1SC(Cl)(Cl)Cl	114	106	102	116	93	102	101	110
CC(=O)c1cc2c(cc1O)C(C)(C)CCC2(C)C	109	106	99	97	90	99	106	111
CN1CCC2(O)OCCCC2C1 (stereo unspecified)	95	118	118	113	104	132	96	105
CCOCC1(CCc2ccccc2)C(=O)NC(=S)NC1=O	117	94	108	138	95	103	111	104
CCOC(=O)[C@@H](C)C[C@H](Cc1ccccc1)NC(=O)c1nc([C@@H](C[C@H](C(C)C)N(C)C(=O)[C@@H](NC(=O)[C@H]2CCCCN2C)C(C)C)OC(C)=O)sc1CCOCc1ccccc1	-24*	-7.9*	-58*	-77*	-54*	-51*	-40*	4.2*
O=[N+]([O-])c1ccc2c3c(cccc13)-c1ccccc1-2	93	95	95	83	99	93	103	91
O=C(NC(O)C(Cl)(Cl)Cl)c1ccccc1O (stereo unspecified)	105	101	104	103	101	108	102	103
CC(C#N)N(C)C (stereo unspecified)	103	102	107	·	97	·	101	104
NNc1ccc([N+](=O)[O-])cc1	106	92	64	98	55	84	86	20
CC(Cc1ccc2c(c1)OCO2)NN (stereo unspecified)	105	·	·	97	92	101	94	96
Cc1nnc(NN=O)nc1C	113	108	100	128	102	107	120	96
CC(=O)OC[C@]1(C)C=C2C(=O)[C@](C)(O)C3(CC3)C(C)=C2[C@H]1O	-56*	-29*	-24*	-79*	-30*	-55*	-62*	-84*
O=c1[nH]ncc(Cl)c1Cl	95&101	86&99	100&109	131&102	80&90	92&101	96&98	72&91
CN(C)CCc1cn(C2CCC2)c2cccc(O)c12	3.5*	42	46	46	50	99	47	49
CS(=N)(=O)CCC(N)C(=O)O (stereo unspecified)	128	105	100	103	103	107	110	113
CN1C(=O)C(=Cc2cn(CC(O)Cn3cc(C=C4C(=O)N(C)C(=O)N(C)C4=O)c4ccccc43)c3ccccc23)C(=O)N(C)C1=O	109	127	107	88	97	118	97	88
COc1ccc(Cl)cc1NC1=N[C@]23CC(=O)CC[C@]2(C)[C@H]2CC[C@]4(C)C(=O)CC[C@H]4[C@@H]2C[C@@H]3S1	95	110	91	83	94	104	107	95
COc1cc(C=C2C(=O)NC(=O)NC2=O)cc(Cl)c1OCCCCC1CCCCC1	109	106	102	114	87	97	100	81
NC(Cc1cc(Br)c(O)c(Br)c1)C(=O)O (stereo unspecified)	113	101	98	87	95	108	102	101
O=C1/C(=C/c2cn(Cc3cccc(C(F)(F)F)c3)c3ncccc23)N2CCC1CC2	100	88	100	71	78	87	76	58
Nc1c(F)cc(-c2nc3cc(F)ccc3[se]2)cc1Br	106	85	94	87	90	90	50	48
C#Cc1cccc(NC(=O)C2CCCN(S(=O)(=O)F)C2)c1 (stereo unspecified)	110[8.25 µM]	104[8.25 µM]	101[8.25 µM]	102[8.25 µM]	99[8.25 µM]	102[8.25 µM]	100[8.25 µM]	90[8.25 µM]
CC1CCN(C(CC(=O)c2ccccc2)C(=O)c2ccccc2)CC1 (stereo unspecified)	110	101	102	91	99	116	102	96
CCN(CC)C(C)CC(C#N)(c1ccccc1)c1ccccc1 (stereo unspecified)	104	97	85	98	95	94	69	78
CS/C(N)=N\N=C(/CF)C(=O)O	101	90	100	125	106	113	99	99
ClC1CCCCC1Cl (stereo unspecified)	111	104	124	140	101	111	103	107
Nc1ccc(Br)cc1	117	112	94	102	71	110	106	81
Cc1sc2nc(N3CC4CC(C3)c3cccc(=O)n3C4)[nH]c(=O)c2c1C (stereo unspecified)	115	96	111	101	95	102	101	95
CC(C)(NC(=O)c1nn(Cc2ccc(F)cc2)c2ccccc12)c1ccccc1	103	88	101	86	96	85	97	83
CC[C@]12C=CCN3CC[C@@]4(c5ccc(OC)cc5N(C)[C@H]4[C@@](O)(C(=O)OC)[C@@H]1OC(=O)CCCC[P+](c1ccccc1)(c1ccccc1)c1ccccc1)[C@@H]32	12	2.1*	-20*	-36*	19	-42*	-73*	-6.5*
O=C1OC(c2cccnc2)=N/C1=C\c1cccnc1	111	101	94	86	93	117	101	94
COC1C(O)CC(OC2CC(Oc3cc4cc5c(c(O)c4c(O)c3C)C(=O)[C@@H](OC3CC(OC4CC(OC6CC(C)(O)C(OC(C)=O)C(C)O6)C(O)C(C)O4)C(O)C(C)O3)[C@H]([C@H](OC)C(=O)[C@@H](O)[C@@H](C)O)C5)OC(C)C2OC(C)=O)OC1C (stereo partly specified)	·	-32*	-100*	-92*	3.8*	-42*	-94*	-83*
CN1C2CCC1CC(=O)C2	105	91	92	90	101	108	102	110
Clc1nc(Cl)nc(Cl)n1	107	98	110	95	103	99	102	100

Next compounds follow:
SMILES	SK-MEL-28	UACC-257	MDA-MB-435	MALME-3M	LOX IMVI	SK-MEL-2	SK-MEL-5	UACC-62
CCC1CN1 (stereo unspecified)	118	117	107	101	111	120	108	112
C=CCCC1(CC)C(=O)NC(=S)NC1=O	105	103	103	121	96	101	103	115
O=[N+]([O-])c1ccc(CBr)cc1	106	·	103	109	95	115	99	102
CCCCNP(=O)(N1CC1)N1CC1	110	103	101	98	96	108	102	94
Cc1cccc(OCC(O)CN2CC2)c1 (stereo unspecified)	105	116	105	115	90	122	107	115
Cc1ccc(C2CN(C)CCC2(O)c2ccc(C)cc2)cc1 (stereo unspecified)	101	88	88	97	101	112	99	119
c1cc[n+](CCCC[n+]2ccccc2)cc1	115	93	96	105	86	109	105	88
S=c1[nH]c2ccccc2[nH]1	114	66	107	109	103	92	111	·
CC(C)(C)[Si](C)(C)OC1[C@@H](O[Si](C)(C)C(C)(C)C)[C@@H](CNC(=O)NC(=O)CF)O[C@H]1n1cnc2c(NC(=O)Nc3ccccc3)ncnc21 (stereo partly specified)	93	·	70	101	12	·	·	77
O=C(c1ccc2ccccc2c1)N1CC1	97	99	88	·	103	96	102	95
C[C@]12CCc3sc(Nc4ccc(O)cc4)nc3C1=CC[C@@H]1[C@@H]2CC[C@]2(C)C(=O)CC[C@@H]12	78	73	35	30	-8.0*	72	62	56
CC1=C(CO)C2=C(C)C3(CC3)[C@@](C)(O)C(=O)C2=C1	·	-1.4*	11	-88*	23	-47*	-84*	-81*
CC(C)c1cccc(C(C)C)c1OCCN1CCCC1	94	97	99	111	97	104	95	95
O=C1NC(=S)S/C1=C\c1ccc(N(CCCl)CCCl)cc1	115	107	102	101	92	125	94	89
CN1CC2C3C=CC(C3)C2C1 (stereo unspecified)	108	·	108	93	93	105	106	107
CC[C@H](C)[C@H](NC(=O)N[C@@H](C)c1ccccc1)C(=O)N(C)[C@H](C[C@@H](OC(C)=O)c1nc(C(=O)N[C@@H](Cc2ccccc2)C[C@H](C)C(=O)OC)cs1)C(C)C	45	75	-42*	45	18	-15*	-34*	11
O=[P+](O)c1ccccc1	104	101	118	119	102	109	106	105
N#CC(C#N)=Cc1ccc2ccccc2c1	113	108	114	·	84	102	101	115
Cc1cccc(CC(c2cccc(C)c2)N(C)C)c1 (stereo unspecified)	103	110	108	118	97	99	99	90
CN1C(=O)C(=Cc2coc3ccccc3c2=O)C(=O)N(C)C1=O	108	94	105	137	89	95	·	88
